Compound activity: PubChem, Sanford-Burnham Center for Chemical Genomics
HKDC1 inhibitor: blocks human hexokinase HKDC1 activity; Q2TB90; recombinant HKDC1, G6PDH/diaphorase resazurin coupled fluorescence; inhibition, % at 20 µM; 340,000 tested, 0.16% active;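 active means inhibition above about 35% when tested at 20 µM, limit read from the data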;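 further: plate controls were DMSO wells with enzyme for no effect and DMSO wells lacking enzyme for full effect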
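Assay system – recombinant HKDC1 (HK5) hexokinase enzyme, produced in-house · Input – HKDC1 at 5 µg/mL · Reagent – glucose plus 1 mM ATP as hexokinase substrates · Timing – 90 min reaction incubation at room temperature, dark · Measured by – G6PDH/diaphorase-coupled fluorescence, 1 mM NADP, 100 µM resazurin, 525/613 nm · Benchmarks – DMSO-enzyme wells negative, buffer-substituted wells positive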
NALP3 yeast inh: inhibitors of NALP3 inflammasome in yeast; Yeast reconstituted NLRP3/ASC/caspase-1, beta-gal luminescence, 24 h; inhibition, % at 10 µM; 330,000 tested, 0.39% active; AID 2825;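 active means inhibition of 50% or more; inactive means inhibition below 50%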;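 further: plate controls were induced DMSO wells for no effect and uninduced yeast grown without galactose for full effect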
SENP8 block-1: inhibitors of human SENP8 protease | AID 602440 | recombinant SENP8, Nedd8 substrate fluorescence | inhibition, % at 20 µM | 360,000 tested, 0.64% active; in the data active means inhibition mostly above about 40%, no sharp cut-off; inactive means mostly below about 27%
Apaf-1 inh: blocks human Apaf-1 apoptosome activity; O14727; 330,000 tested, 0.71% active; inhibition, % at 20 µM; reconstituted apoptosome caspase-3 activity, DEVD-Rh110 fluorescence; active means inhibition of at least 40% at 20 µM;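 further: plate controls were DMSO wells for no effect and DEVD-CHO caspase inhibitor wells for full effect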
Target sequence (O14727 whole entry, looked up): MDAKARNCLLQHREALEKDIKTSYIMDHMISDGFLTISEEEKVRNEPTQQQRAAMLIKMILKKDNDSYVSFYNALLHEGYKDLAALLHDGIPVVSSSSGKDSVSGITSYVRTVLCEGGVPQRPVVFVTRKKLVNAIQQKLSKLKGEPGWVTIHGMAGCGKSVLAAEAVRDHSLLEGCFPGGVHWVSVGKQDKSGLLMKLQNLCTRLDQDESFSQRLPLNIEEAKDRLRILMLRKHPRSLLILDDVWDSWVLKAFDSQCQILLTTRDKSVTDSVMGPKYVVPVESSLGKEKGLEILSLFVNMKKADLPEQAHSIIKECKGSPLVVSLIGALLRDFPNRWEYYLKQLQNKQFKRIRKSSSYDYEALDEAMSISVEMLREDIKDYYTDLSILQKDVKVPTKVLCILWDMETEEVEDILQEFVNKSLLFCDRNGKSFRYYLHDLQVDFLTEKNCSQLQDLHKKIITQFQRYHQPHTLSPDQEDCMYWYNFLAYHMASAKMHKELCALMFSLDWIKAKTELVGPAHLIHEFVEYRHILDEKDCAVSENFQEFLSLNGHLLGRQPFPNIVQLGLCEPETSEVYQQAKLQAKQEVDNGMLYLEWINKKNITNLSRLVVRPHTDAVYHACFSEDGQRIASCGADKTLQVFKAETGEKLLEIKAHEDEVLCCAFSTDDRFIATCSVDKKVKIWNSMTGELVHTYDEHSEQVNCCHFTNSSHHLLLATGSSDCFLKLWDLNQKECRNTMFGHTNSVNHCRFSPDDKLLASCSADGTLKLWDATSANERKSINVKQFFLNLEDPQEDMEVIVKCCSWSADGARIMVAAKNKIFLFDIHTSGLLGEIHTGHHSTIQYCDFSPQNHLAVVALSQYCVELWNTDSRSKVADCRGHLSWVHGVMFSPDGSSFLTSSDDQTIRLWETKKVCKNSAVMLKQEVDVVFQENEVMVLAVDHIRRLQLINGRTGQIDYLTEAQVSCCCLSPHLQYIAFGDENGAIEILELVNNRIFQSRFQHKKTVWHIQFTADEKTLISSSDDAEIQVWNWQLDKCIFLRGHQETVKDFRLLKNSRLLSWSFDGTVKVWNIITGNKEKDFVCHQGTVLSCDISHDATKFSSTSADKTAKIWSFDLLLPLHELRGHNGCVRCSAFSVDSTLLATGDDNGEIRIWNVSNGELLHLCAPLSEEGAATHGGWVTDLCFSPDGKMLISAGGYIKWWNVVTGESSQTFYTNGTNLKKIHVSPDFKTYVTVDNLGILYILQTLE
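Assay system: Apoptosome proteins | Medium: pH 7.5 Hepes buffer with CHAPS, BSA, DTT | Also added: Cytochrome c and DEVD-Rh110 substrate | Times: 30 min plus 50 min, RT | Detection: Rhodamine 110 fluorescence at Ex 480/Em 540 nm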
SENP6 block: inhibitors of human SENP6 protease | inhibition, % at 10 µM | AID 2599 | Q9GZR1 | 330,000 tested, 1.8% active | Recombinant SENP6 catalytic domain, aminoluciferin luminescence;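 active means inhibition above about 50% at the single tested dose, limit read from the data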;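 further: plate controls were DMSO wells with enzyme for no effect and DMSO wells lacking enzyme for full effect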
SENP8 block-2: inhibitors of human SENP8 protease | inhibition, % at 10 µM | purified SENP8, Z-RLRGG-aminoluciferin cleavage, luminescence | AID 2540 | Q96LD8 | 330,000 tested, 1.2% active; in the data active means inhibition above about 50%
SENP1 FRET inh: blocks the human SENP1 SUMO protease catalytic domain | Q9P0U3 | recombinant SENP1 catalytic domain, CyPet-SUMO1-YPet FRET cleavage | inhibition, % at 10 µM | 360,000 tested, 0.21% active;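 active means inhibition at least 30% at 10 µM, raw YFP signal under a set limit, fluorescence ratio 0.5 to 1.5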;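 further: 0% = enzyme with DMSO and 100% = no enzyme wells; some results filed as inactive read as strong as hits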
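Assay system – human recombinant His6-tagged SENP1 catalytic domain enzyme · Input – SENP1 enzyme, 20 pM final · Buffer or medium – Tris pH 8 buffer plus EDTA, NaCl, BME, BSA, NP40, catalase · Schedule – 50 min reaction at room temperature · Technique – FRET read of cyan and yellow fluorescence · Control set – no-enzyme wells low, DMSO-plus-enzyme wells high control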
PfG6PD inh: PfG6PD (Plasmodium falciparum) enzyme inhibition. PfGluPho enzyme, NADPH resazurin-diaphorase fluorescence. inhibition, % at 20 µM. AID 504690. 350,000 tested, 0.78% active;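 active means inhibition reaching at least a set limit at 20 µM in the primary screen, cut at about 59% in these data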;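 further: 0% = DMSO wells with substrate and 100% = DMSO wells lacking glucose-6-phosphate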
SENP7 block: blocks the human protease SENP7; 330,000 tested, 1.5% active; recombinant SENP7, Z-RLRGG-aminoluciferin luminescence, 40 min; Q9BQF6; inhibition, % at 5 µM;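 active means inhibition above about 50% at the single test dose, limit read from the data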;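 further: plate controls were DMSO with enzyme for no effect and no enzyme buffer wells for full effect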
An asterisk follows results filed as active; . = not tested or not shown. Not a hit list; any-hit rate near 4.1%.

Start of the data: the first three entries as a preview:
1) c1ccc(-n2c(SCc3ccncc3)nnc2-c2ccco2)cc1
2) CC(Sc1ccsc1[N+](=O)[O-])C(=O)NCc1ccco1 (stereo not given)
3) O=C(NC1CCCCC1)C(c1ccc2ncccc2c1)N(Cc1ccco1)C(=O)c1ccc2c(c1)OCCO2 (stereo not given)

Compound	1	2	3
HKDC1 inhibitor	-8	3	0
NALP3 yeast inh	7	0	7
SENP8 block-1	10	26	18
Apaf-1 inh	7	0	7
SENP6 block	-8	2	2
SENP8 block-2	-1	20	-14
SENP1 FRET inh	2	1	2
PfG6PD inh	-2	5	7
SENP7 block	-6	4	13

The listing, from the start:
1) c1ccc(-n2c(SCc3ccncc3)nnc2-c2ccco2)cc1
2) CC(Sc1ccsc1[N+](=O)[O-])C(=O)NCc1ccco1 (stereo not given)
3) O=C(NC1CCCCC1)C(c1ccc2ncccc2c1)N(Cc1ccco1)C(=O)c1ccc2c(c1)OCCO2 (stereo not given)
4) COCCN(C(=O)CSc1nc2ccc(Cl)cc2[nH]1)c1c(N)n(Cc2ccccc2)c(=O)[nH]c1=O
5) CC1(C)N=C(N)NC(Nc2ccc(Cl)cc2)=N1
6) O=C(CSc1nc2c(c(=O)n1-c1ccc(F)cc1)SCC2)NCc1ccco1
7) COc1ccc(/C=C\C(=O)NCc2ccc3[nH]c(C)cc3c2)cc1OC
8) CCN(CC)CC(O)COCCC12CC3CC(CC(C3)C1)C2 (stereo not given)

Compound	1	2	3	4	5	6	7	8
HKDC1 inhibitor	-8	3	0	10	-7	-2	0	-8
NALP3 yeast inh	7	0	7	17	.	1	16	23
SENP8 block-1	10	26	18	11	11	11	-78	16
Apaf-1 inh	7	0	7	9	.	8	5	-6
SENP6 block	-8	2	2	-8	.	-1	9	6
SENP8 block-2	-1	20	-14	3	.	1	-2	6
SENP1 FRET inh	2	1	2	-5	3	-5	4	1
PfG6PD inh	-2	5	7	6	3	14	39	-1
SENP7 block	-6	4	13	-1	.	-1	-2	-1

4 compounds out of the list, ordered by heavy-atom count, lowest first:
2) CC(Sc1ccsc1[N+](=O)[O-])C(=O)NCc1ccco1 (stereo not given)
1) c1ccc(-n2c(SCc3ccncc3)nnc2-c2ccco2)cc1
7) COc1ccc(/C=C\C(=O)NCc2ccc3[nH]c(C)cc3c2)cc1OC
3) O=C(NC1CCCCC1)C(c1ccc2ncccc2c1)N(Cc1ccco1)C(=O)c1ccc2c(c1)OCCO2 (stereo not given)

Compound	2	1	7	3
HKDC1 inhibitor	3	-8	0	0
NALP3 yeast inh	0	7	16	7
SENP8 block-1	26	10	-78	18
Apaf-1 inh	0	7	5	7
SENP6 block	2	-8	9	2
SENP8 block-2	20	-1	-2	-14
SENP1 FRET inh	1	2	4	2
PfG6PD inh	5	-2	39	7
SENP7 block	4	-6	-2	13

(cont.)
9) CCOC(=O)C1C(=O)NC(SCC(=O)Nc2nccs2)=C(C#N)C1c1ccccc1OCC (stereo not given)
10) COC(=O)CC1(C(=O)OC)Oc2ccc(Br)cc2C(=O)N1c1cc(Cl)c(Cl)cc1Cl (stereo not given)
11) Cc1noc(C)c1S(=O)(=O)N1Cc2ccccc2CC1C(=O)N(C)C (stereo not given)
12) O=C(CCl)NC(Cc1ccccc1)c1ccccc1 (stereo not given)
13) CN(CC(=O)Nc1cccc(F)c1)C(=O)c1ccccc1OCCOc1ccccc1
14) N=c1n(CCN2CCOCC2)c2ccccc2n1CC(=O)c1cccc([N+](=O)[O-])c1
15) CC(C)(C)c1ccc(C(=O)NCC(=O)N2CCCCCC2)cc1
16) CCOC(=O)C1(Cc2cccc(OC)c2)CCN(Cc2ccccc2)CC1

Compound	9	10	11	12	13	14	15	16
HKDC1 inhibitor	-22	2	-8	-1	-1	7	-3	1
NALP3 yeast inh	11	15	4	16	8	27	25	20
SENP8 block-1	1	26	5	-2	8	23	6	9
Apaf-1 inh	3	-8	-6	1	22	-9	2	3
SENP6 block	-5	-4	-8	-17	5	4	-2	-7
SENP8 block-2	4	-6	5	5	-9	-12	-3	-4
SENP1 FRET inh	11	5	2	0	2	3	0	0
PfG6PD inh	70*	14	28	13	38	75*	8	22
SENP7 block	6	4	-5	0	-13	14	0	-7

17) Cc1nc(Cl)cc(N/N=C/c2ccc(O)cc2O)n1
18) N#Cc1c(N)n(CCNC(=O)c2ccccc2)c2nc3ccccc3nc12
19) Cc1ccc(S(=O)(=O)N(CC(=O)NCc2ccc(F)cc2)C(=O)N2CCN(C)CC2)cc1
20) COc1cc(/C=C(\C#N)c2nc3c(s2)CCCC3)ccc1O
21) N#CC1=C2N=C(N)c3ccccc3N2C2=C(C(=O)CCC2)C1c1ccccc1F (stereo not given)
22) CCCCN(CCCC)C(=O)/C=C/c1cccc([N+](=O)[O-])c1
23) CCOC(=O)C(Cc1ccc(O)cc1)NC(=O)CNC(=O)C(CC(C)C)NC(=O)OC(C)(C)C (stereo not given)
24) CCOC(=O)c1csc(NC(=O)c2cc(-c3ccccn3)nc3ccccc23)n1

Compound	17	18	19	20	21	22	23	24
HKDC1 inhibitor	-4	0	8	.	-3	-2	-5	1
NALP3 yeast inh	9	-7	24	37	-1	34	13	9
SENP8 block-1	-9	-408	17	.	-17	12	12	1
Apaf-1 inh	-3	-15	-1	14	-1	13	-2	6
SENP6 block	97*	16	4	-13	3	-15	-17	-11
SENP8 block-2	93*	3	7	3	-5	-1	1	12
SENP1 FRET inh	15	-27	-1	.	-16	1	-2	2
PfG6PD inh	-12	12	4	.	9	14	17	-6
SENP7 block	95*	10	-1	4	-1	-4	2	0

25) CC(C)C[C@@H](CN1C(=O)C(=O)NC[C@@H]1CC(C)C)NC(=O)Cc1ccccc1
26) Cc1ccc2c(CC(=O)Nc3sccc3C(N)=O)coc2c1
27) CCCC(=O)Nc1ccc(C(N)=O)cc1
28) COc1ccc(-n2c(SCC(=O)NCc3ccco3)nc3c([nH]c4ccccc43)c2=O)cc1
29) COC(=O)c1ccc(CNC(=O)CSC2=NCCS2)cc1
30) CC1=C(C)CC(C(=O)NC(C)CCc2ccccc2)C(C(=O)O)C1 (stereo not given)
31) Cc1ccccc1N(C(=O)CNC(=O)c1ccco1)C(C(=O)NC1CCCCC1)c1cccnc1 (stereo not given)
32) Nc1nc(NC(=O)c2cccnc2)nn1-c1ccccc1

Compound	25	26	27	28	29	30	31	32
HKDC1 inhibitor	-3	2	-7	0	-12	0	-1	-14
NALP3 yeast inh	10	24	-5	14	-4	9	8	13
SENP8 block-1	-3	3	12	-19	6	19	15	-1
Apaf-1 inh	8	-11	0	21	0	-2	0	2
SENP6 block	4	40	-20	-2	3	-17	-5	-8
SENP8 block-2	8	19	-13	-1	4	3	12	0
SENP1 FRET inh	2	-2	3	2	1	2	2	-2
PfG6PD inh	-2	-8	-13	-1	6	1	0	-22
SENP7 block	-8	34	-9	-3	-8	5	9	2

33) COc1cc(/C=N\NC(=O)C2C(=O)NCC2c2ccccc2)cc(OC)c1O (stereo not given)
34) CSc1ncccc1C(=O)OCC(=O)NC1CCCC1
35) NC(=O)c1ccc(NC(=O)COC(=O)c2ccc3c(c2)OCCO3)cc1
36) CCN(CC(=O)NC1CC1)S(=O)(=O)c1ccccc1
37) CCOc1ccc(/C=C/C(=O)OC(C)C(=O)NC2CCCCC2C)cc1OC (stereo not given)
38) O=C(O)CCC(=O)Nc1ccc(Br)cc1C(=O)c1ccc(Cl)cc1
39) Cc1cc(Cl)ccc1OCCCC(=O)NCc1ccccn1
40) CC1(C)CC(=O)C2=C(C1)OC1=C(C(=O)CC(C)(C)C1)C2c1ccc(O)c([N+](=O)[O-])c1

Compound	33	34	35	36	37	38	39	40
HKDC1 inhibitor	2	2	11	-4	-3	3	-7	-4
NALP3 yeast inh	-5	13	6	2	21	-1	6	-7
SENP8 block-1	-206	7	20	10	-336	15	-3	11
Apaf-1 inh	4	-2	-32	7	7	-9	2	-3
SENP6 block	-1	-8	-10	9	6	-5	-2	-2
SENP8 block-2	-4	-18	3	7	6	-1	-2	0
SENP1 FRET inh	-17	1	-9	0	2	2	1	1
PfG6PD inh	23	1	-14	-10	10	-4	6	-18
SENP7 block	5	-10	-2	7	5	6	4	8

41) CCOc1ccc(C(=O)NCC(=O)N2CCN(c3ccccc3O)CC2)cc1
42) CCN(CC)c1ccc(/C=N/NC(=O)c2c(Cl)c(C)nn2C)cc1
43) c1ccc(C2[C@H]3CN(CC4CCCCC4)[C@H](c4ccccc4)C34CC2(c2cccnc2)C4)cc1 (stereo not given in full)
44) Nc1cc(Cl)ccc1C(=O)OCC(=O)N1CCCC1
45) CCOc1cc(/C=N/O)cc(Br)c1OCC(=O)NCc1ccccc1
46) C/C(=N\NC(=S)NCc1ccccc1)c1ccc(Cl)cc1
47) CCN(Cc1cnn(C)c1)C(=O)CC1C(=O)NCCN1Cc1cccc(OC)c1OC (stereo not given)
48) O=C(NCc1ccccc1Cl)c1cnccn1

Compound	41	42	43	44	45	46	47	48
HKDC1 inhibitor	2	-4	1	-4	2	-1	6	-6
NALP3 yeast inh	16	39	-16	9	7	17	-1	8
SENP8 block-1	0	-212	9	-307	7	15	15	26
Apaf-1 inh	6	11	36	2	-8	23	-7	2
SENP6 block	1	-23	0	4	-12	-4	-17	-4
SENP8 block-2	-3	-5	-8	0	-4	-6	-13	1
SENP1 FRET inh	-2	-39	-8	-1	-4	1	2	3
PfG6PD inh	18	9	13	3	-38	10	5	-12
SENP7 block	-3	0	4	-2	0	7	-1	0

49) CCn1ccc(C(=O)N2CCOCC2)n1
50) Cc1cccc(NC2=NCC(=O)N2Cc2ccccc2)c1
51) CC(C)Cn1c(CN2CCN(c3ccccc3F)CC2)nc2c1c(=O)[nH]c(=O)n2C
52) O=C(Nc1cccc2cccnc12)c1ccc2c(c1)OCCO2
53) Cc1cccc(C(=O)NC2CCN(C(=S)NCc3ccco3)CC2)c1
54) Cc1cc(C)c(-c2c(O)c3cnn(-c4ccccc4)c3[nH]c2=O)c(C)c1
55) COCCNC(=O)C(c1ccc(C)cc1)N(Cc1ccccc1)C(=O)CCC(=O)Nc1ccccn1 (stereo not given)
56) CC(=O)Nc1ccc(NC(=O)c2ccc(C3SCC(=O)N3CCc3ccccc3)cc2)cc1 (stereo not given)
57) CSc1ncccc1C(=O)NCCc1ccccc1F
58) CCc1nc(SCc2ccc(OC)c(Br)c2)n[nH]1

Compound	49	50	51	52	53	54	55	56	57	58
HKDC1 inhibitor	3	13	-3	-6	-6	-11	0	-3	1	-1
NALP3 yeast inh	-7	-30	10	24	-11	15	13	-8	27	22
SENP8 block-1	10	1	11	-3	3	12	0	2	22	18
Apaf-1 inh	-11	3	5	12	-10	-4	-4	0	-2	0
SENP6 block	8	0	0	49	-14	1	-13	-7	-2	0
SENP8 block-2	10	-4	-9	9	3	-4	-9	-4	-1	-4
SENP1 FRET inh	1	1	2	-3	-1	2	3	1	1	3
PfG6PD inh	-10	9	-4	32	10	7	-16	16	1	9
SENP7 block	3	4	18	32	9	10	-7	-1	-3	3
